# From PubChem
# ALOX15B inhib: inhibitors of human 15-lipoxygenase 2 (ALOX15B) | purified 15hLO-2, xylenol orange hydroperoxide absorbance | hit rate 0.56% among 110,000 | Potency, µM (series often up to 57.1 µM), for inactives: at the highest dose activity change, negative = inhibition, actives largely listed as inhibitors | O15296; active = well fitted inhibition curve with a large enough effect; inconclusive = small, poorly fitted or top-dose-only effect; inactive = no such curve, though single readings can be large or run the other way; note: potency is the fitted concentration of half-maximal effect; nearly all actives have a fitted effect of over 60% in size; many of its hits are not listed in these tables
# Target sequence (O15296 whole entry, looked up): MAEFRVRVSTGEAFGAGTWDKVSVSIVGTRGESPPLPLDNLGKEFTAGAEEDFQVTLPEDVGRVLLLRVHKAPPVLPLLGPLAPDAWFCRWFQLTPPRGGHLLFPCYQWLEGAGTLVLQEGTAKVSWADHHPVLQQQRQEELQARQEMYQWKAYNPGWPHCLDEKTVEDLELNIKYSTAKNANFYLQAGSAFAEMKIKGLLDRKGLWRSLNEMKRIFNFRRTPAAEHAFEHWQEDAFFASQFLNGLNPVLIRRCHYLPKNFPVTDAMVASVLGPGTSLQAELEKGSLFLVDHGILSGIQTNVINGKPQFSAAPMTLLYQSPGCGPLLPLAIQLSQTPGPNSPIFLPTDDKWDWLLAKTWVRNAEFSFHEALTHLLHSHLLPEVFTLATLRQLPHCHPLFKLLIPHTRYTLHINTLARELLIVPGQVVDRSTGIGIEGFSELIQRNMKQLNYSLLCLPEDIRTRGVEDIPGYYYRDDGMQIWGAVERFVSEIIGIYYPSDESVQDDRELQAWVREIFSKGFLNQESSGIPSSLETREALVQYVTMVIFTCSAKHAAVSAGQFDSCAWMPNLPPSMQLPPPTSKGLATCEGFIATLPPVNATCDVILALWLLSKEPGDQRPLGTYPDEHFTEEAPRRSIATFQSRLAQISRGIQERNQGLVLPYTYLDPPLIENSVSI
#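 Enzyme 50 nM, AA 45 uM, 25 mM Hepes pH 7.5 + 0.01% Triton X-100; cpd preinc 15 min RT, rxn 90 min RT; stop/detect with 200 uM XO + 300 uM Fe(II) in 50 mM H2SO4, 30 min; A573/A405.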
# IMPase cell inh: membrane-permeable compound that blocks inositol monophosphatase; P97697; CHO-M1 cells, IP1 accumulation, HTRF TR-FRET ratio; inhibition (IP1 accumulation), % at 46.1 µM; 120,000 tested, under 10 active; AID 901; active = well fitted curve in the direction sought with a large enough effect in the signal ratio, not every such curve was filed as active; inconclusive = small, poorly fitted or top-dose-only effect, or a change in a side signal; inactive = no such curve, though single readings can be large or run the other way; the % refers to the signal ratio;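 note: cells stimulated with carbachol in lithium chloride buffer; plate controls were DMSO basal wells for no effect and reference inhibitor wells for full effect; higher means more IMPase inhibition seen as more IP1 and lower FRET ratio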
# Target sequence (P97697 whole entry, looked up): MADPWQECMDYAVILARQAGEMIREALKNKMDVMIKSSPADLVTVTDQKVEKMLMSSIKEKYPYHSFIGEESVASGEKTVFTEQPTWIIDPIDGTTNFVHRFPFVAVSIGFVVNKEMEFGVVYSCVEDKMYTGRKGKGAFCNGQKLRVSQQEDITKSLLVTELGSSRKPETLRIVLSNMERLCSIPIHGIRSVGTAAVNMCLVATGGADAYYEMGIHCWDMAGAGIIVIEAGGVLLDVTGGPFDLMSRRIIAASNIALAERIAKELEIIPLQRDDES
#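 Elevated IP1 in lysates lowers TR-FRET signal (665/620 ratio and 620 channel reported). Cells were CHO-M1, given carbachol (50 uM as added) plus 50mM LiCl, pH 7.4, 30 min, 37C; compounds titrated up to 46 uM; AC50 by Hill equation.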
# Starred values were filed as active, the others as inactive; ? = inconclusive; · = not tested or not shown; [ ] = dose if it differs, or a comment. Unless noted, % is set by controls: 0 for no effect and ±100 for the full control effect. This is a subset; count on the stated rates, not on these rows.
SMILES,ALOX15B inhib,IMPase cell inh
COc1ccccc1-c1nccc(NCc2ccccc2)n1,10%,·
FC(F)(F)c1ccccc1-c1nc(NCCN2CCOCC2)c2ccccc2n1,1%,·
COc1ccc(-n2c(=O)c(-c3ccccc3)nc3cnc(N4CCNCC4)nc32)cc1,-4%,·
O=c1c(-c2ccccc2)nc2cnc(Oc3cccc(Cl)c3)nc2n1C[C@H]1CCCO1,12%,·
COCCn1c(=O)c(-c2cccc(C#N)c2)nc2cnc(N3CCN(C)CC3)nc21,-3%,·
COc1ccc2[nH]cc(CCNc3ccnc(-c4ccccc4C)n3)c2c1,13%,·
CN(C)c1ncc2nc(CCc3ccccc3)c(=O)n(CCc3ccccc3)c2n1,2%,·
Cc1cnc(CNc2ncncc2-c2cccnc2)cn1,-14%,·
CNc1cc(-c2ccccc2C(F)(F)F)ncn1,0%,·
Cc1ccccc1-c1cc(Nc2ccccc2)ncn1,10%,·
c1cncc(-c2nc(-n3ccnc3)c3ccccc3n2)c1,-6%,·
COc1ccccc1CNc1cc(-c2ccc(C(=O)N(C)C)cc2)ncn1,7%,·
CN(C)c1nc(-c2ccccc2C(F)(F)F)nc2ccccc12,-8%,·
COc1ccc(-c2nc3cnc(N4CCN(C)CC4)nc3n(Cc3cccs3)c2=O)cc1,-4%,·
CN(C)c1ncc2nc(-c3cc(F)cc(F)c3)c(=O)n(C)c2n1,0%,·
CCNc1ncc2ncc(=O)n(Cc3cccc(OC)c3)c2n1,15%,·
COc1ccc2[nH]cc(CCNc3ncncc3-c3ccc(C(=O)N(C)C)cc3)c2c1,-11%,·
Cc1cnc(CNc2ncnc3ccc(-c4cccc(NS(C)(=O)=O)c4)cc23)cn1,-4%,·
COc1ccc(-n2c(=O)c(-c3ccc(Cl)cc3)nc3cnc(N4CCNCC4)nc32)cc1,57%[activator],·
COc1ncc2nc(-c3ccc(F)cc3)c(=O)n(-c3ccccc3)c2n1,-3%,·
CCNc1ncc2nc(-c3ccccc3)c(=O)n(CCC#N)c2n1,2%,·
COc1ccc(-c2nc3cnc(Nc4cccc(OC)c4)nc3n(C3CC3)c2=O)cc1,2%,·
COc1cccc(-c2cc(NCc3cnc(C)cn3)ncn2)c1,-9%,·
COc1cccc(Cn2c(=O)c(-c3ccc(F)cc3)nc3cnc(N4CCOCC4)nc32)c1,1%,·
COCCn1c(=O)c(-c2cn(C)c3ccccc23)nc2cnc(OCc3ccccc3)nc21,-7%,·

# For convenience, some entries already given:
SMILES,ALOX15B inhib,IMPase cell inh
COc1ccccc1-c1nccc(NCc2ccccc2)n1,10%,·
FC(F)(F)c1ccccc1-c1nc(NCCN2CCOCC2)c2ccccc2n1,1%,·
COc1ccc(-n2c(=O)c(-c3ccccc3)nc3cnc(N4CCNCC4)nc32)cc1,-4%,·
O=c1c(-c2ccccc2)nc2cnc(Oc3cccc(Cl)c3)nc2n1C[C@H]1CCCO1,12%,·
COCCn1c(=O)c(-c2cccc(C#N)c2)nc2cnc(N3CCN(C)CC3)nc21,-3%,·
COc1ccc2[nH]cc(CCNc3ccnc(-c4ccccc4C)n3)c2c1,13%,·
CN(C)c1ncc2nc(CCc3ccccc3)c(=O)n(CCc3ccccc3)c2n1,2%,·
Cc1cnc(CNc2ncncc2-c2cccnc2)cn1,-14%,·
CNc1cc(-c2ccccc2C(F)(F)F)ncn1,0%,·
Cc1ccccc1-c1cc(Nc2ccccc2)ncn1,10%,·
c1cncc(-c2nc(-n3ccnc3)c3ccccc3n2)c1,-6%,·
COc1ccccc1CNc1cc(-c2ccc(C(=O)N(C)C)cc2)ncn1,7%,·
CN(C)c1nc(-c2ccccc2C(F)(F)F)nc2ccccc12,-8%,·
COc1ccc(-c2nc3cnc(N4CCN(C)CC4)nc3n(Cc3cccs3)c2=O)cc1,-4%,·
CN(C)c1ncc2nc(-c3cc(F)cc(F)c3)c(=O)n(C)c2n1,0%,·
CCNc1ncc2ncc(=O)n(Cc3cccc(OC)c3)c2n1,15%,·
COc1ccc2[nH]cc(CCNc3ncncc3-c3ccc(C(=O)N(C)C)cc3)c2c1,-11%,·
Cc1cnc(CNc2ncnc3ccc(-c4cccc(NS(C)(=O)=O)c4)cc23)cn1,-4%,·
COc1ccc(-n2c(=O)c(-c3ccc(Cl)cc3)nc3cnc(N4CCNCC4)nc32)cc1,57%[activator],·
COc1ncc2nc(-c3ccc(F)cc3)c(=O)n(-c3ccccc3)c2n1,-3%,·
CCNc1ncc2nc(-c3ccccc3)c(=O)n(CCC#N)c2n1,2%,·
COc1ccc(-c2nc3cnc(Nc4cccc(OC)c4)nc3n(C3CC3)c2=O)cc1,2%,·
COc1cccc(-c2cc(NCc3cnc(C)cn3)ncn2)c1,-9%,·
COc1cccc(Cn2c(=O)c(-c3ccc(F)cc3)nc3cnc(N4CCOCC4)nc32)c1,1%,·
COCCn1c(=O)c(-c2cn(C)c3ccccc23)nc2cnc(OCc3ccccc3)nc21,-7%,·

# Next part:
SMILES,ALOX15B inhib,IMPase cell inh
N#CCCn1c(=O)c(-c2cccs2)nc2cnc(Nc3ccccc3)nc21,-8%,·
O=c1c(-c2ccccc2)nc2cnc(N3CCOCC3)nc2n1Cc1ccc(F)cc1,4%,·
Cc1ccccc1-c1cc(NCCN2CCOCC2)ncn1,-6%,·
COc1ccccc1-c1nc(N2CCN(C)CC2)c2ccccc2n1,-6%,·
CN1CCN(c2ncc3nc(-c4cccc(C#N)c4)c(=O)n(C[C@H]4CCCO4)c3n2)CC1,-2%,·
c1nc(N2CCNCC2)c2cc(-c3ccoc3)ccc2n1,-16%,·
FC(F)(F)c1ccccc1-c1nc(NCc2cccs2)c2ccccc2n1,-4%,·
COc1ccc(-c2nc3cnc(Oc4cccc(Cl)c4)nc3n(C[C@H]3CCCO3)c2=O)cc1,-5%,·
COc1cccc(Cn2c(=O)cnc3cnc(Nc4ccccc4)nc32)c1,?,·
CN(C)C(=O)c1ccc(-c2cc(NCc3cccs3)ncn2)cc1,-7%,·
COc1cccc(Cn2c(=O)c(-c3ccc(Cl)cc3)nc3cnc(N4CCN(C)CC4)nc32)c1,-6%,·
O=c1c(-c2cccs2)nc2cncnc2n1Cc1ccccc1,-7%,·
Cc1noc(C)c1-c1cc(N(C)Cc2ccco2)ncn1,-1%,·
CN(Cc1ccco1)c1cc(-c2cccc(C#N)c2)ncn1,-7%,·
Cc1nc2cnc(OCc3ccccc3)nc2n(CCc2ccccc2)c1=O,32%[activator],·
COc1cccc(Cn2c(=O)c(-c3ccccc3)nc3cnc(N4CCN(C)CC4)nc32)c1,8%,·
COc1ncc2nc(C)c(=O)n(-c3ccccc3)c2n1,-2%,·
O=c1c(-c2ccc(F)cc2)nc2cnc(Oc3cccc(Cl)c3)nc2n1C1CC1,-6%,·
COc1cccc(Cn2c(=O)c(-c3cn(C)c4ccccc34)nc3cnc(N4CCNCC4)nc32)c1,0%,·
CN(C)C(=O)c1ccc(-c2cncnc2N2CCNCC2)cc1,-3%,·
Cc1cnc(CNc2cc(-c3c(C)noc3C)ncn2)cn1,-1%,·
CN1CCN(c2ncc3nc(-c4ccc(Cl)cc4)c(=O)n(-c4ccccc4)c3n2)CC1,-8%,·
COCCn1c(=O)c(-c2cccs2)nc2cnc(OC)nc21,3%,·
CCNc1ncc2nc(-c3ccccc3)c(=O)n(Cc3cccs3)c2n1,4%,·
COCCn1c(=O)c(-c2ccc(OC)cc2)nc2cnc(N3CCN(C)CC3)nc21,-4%,·
# The list goes on:
SMILES,ALOX15B inhib,IMPase cell inh
COc1ncc2nc(-c3ccc(F)cc3)c(=O)n(C3CC3)c2n1,-4%,·
CN(C)C(=O)c1ccc(-c2nccc(-n3ccnc3)n2)cc1,-1%,·
CN(C)c1ncc2nc(-c3ccc(F)cc3)c(=O)n(-c3ccccc3)c2n1,-2%,·
CN(C)c1ccc(-c2cncnc2NCc2cccnc2)cc1,13%,·
Cn1c(=O)c(-c2ccc(F)cc2)nc2cnc(N3CCOCC3)nc21,-4%,·
CN(C)c1ncc2nc(-c3ccc(F)cc3)c(=O)n(Cc3ccc(F)cc3)c2n1,-8%,·
CNc1ncnc2ccc(-c3ccc4c(c3)OCO4)cc12,-5%,·
COc1cccc(-c2cncnc2NCc2cccs2)c1,21%,·
Cn1cc(-c2nc3cnc(Oc4cccc(Cl)c4)nc3n(C3CC3)c2=O)c2ccccc21,25%,·
O=c1c(-c2cccc(F)c2)nc2cncnc2n1Cc1ccccc1Cl,6%,·
CN(C)c1ncnc2ccc(-c3ccccc3C(F)(F)F)cc12,12%,·
CN1CCN(c2ncnc3ccc(-c4ccc5c(c4)OCO5)cc23)CC1,65%[activator],·
Cc1noc(C)c1-c1ccc2ncnc(N3CCC(C(=O)O)CC3)c2c1,-3%,·
N#CCCn1c(=O)c(-c2ccc(F)cc2)nc2cnc(OCc3ccccc3)nc21,3%,·
O=c1cnc2cncnc2n1Cc1ccccc1Cl,-12%,·
CN1CCN(c2ncc3nc(-c4cn(C)c5ccccc45)c(=O)n(CCc4ccccc4)c3n2)CC1,-8%,·
COc1cccc(Cn2c(=O)c(-c3cccs3)nc3cncnc32)c1,-12%,·
c1cncc(CNc2nc(-c3cccnc3)nc3ccccc23)c1,13%,·
COc1ccccc1-c1nc(NCc2cccs2)c2ccccc2n1,-5%,·
CN1CCN(c2ncncc2-c2ccc(N(C)C)cc2)CC1,6%,·
Cc1nc2cnc(Oc3ccccc3)nc2n(C)c1=O,-6%,·
COc1cccc(Cn2c(=O)c(-c3ccc(F)cc3)nc3cnc(N(C)C)nc32)c1,-1%,·
COc1ccc2[nH]cc(CCNc3ncncc3-c3cccc(NS(C)(=O)=O)c3)c2c1,-22%,·
COc1ccccc1CNc1nc(-c2ccccc2OC)nc2ccccc12,-5%,·
O=c1c(CCc2ccccc2)nc2cnc(N3CCOCC3)nc2n1C1CC1,-6%,·
# The list goes on.
SMILES,ALOX15B inhib,IMPase cell inh
c1ccc(CNc2ccnc(-c3cccnc3)n2)cc1,-4%,·
FC(F)(F)c1ccccc1-c1nccc(NCc2cccs2)n1,11%,·
COc1ccc(-n2c(=O)c(CCc3ccccc3)nc3cncnc32)cc1,-10%,·
COc1cccc(Cn2c(=O)cnc3cnc(Oc4ccccc4)nc32)c1,-3%,·
COc1cccc(Cn2c(=O)c(-c3ccc(Cl)cc3)nc3cncnc32)c1,9%,·
COCCn1c(=O)c(-c2cccc(C#N)c2)nc2cnc(OCc3ccccc3)nc21,5%,·
Cc1noc(C)c1-c1nccc(NCCN2CCOCC2)n1,2%,·
CCNc1ncc2nc(-c3ccc(OC)cc3)c(=O)n(CCOC)c2n1,-1%,·
COc1ccc(Oc2ncc3nc(-c4cn(C)c5ccccc45)c(=O)n(C4CC4)c3n2)cc1,-7%,·
COc1cccc(-c2ccc3ncnc(Nc4ccccc4)c3c2)c1,55%[activator],·
CN1CCN(c2ncncc2-c2ccc(C(=O)N(C)C)cc2)CC1,-5%,·
N#Cc1cccc(-c2nc(NCc3ccccc3)c3ccccc3n2)c1,9%,·
COCCn1c(=O)c(-c2ccccc2)nc2cnc(Oc3cccc(Cl)c3)nc21,-9%,·
Cc1ccccc1-c1nccc(NCc2cccnc2)n1,12%,·
Cc1ccccc1-c1nc(N2CCN(C)CC2)c2ccccc2n1,11%,·
COc1ccccc1-c1ccc2ncnc(NCCN3CCOCC3)c2c1,36%[activator],·
O=c1cnc2cnc(N3CCOCC3)nc2n1CCc1ccccc1,1%,·
COc1cccc(-c2nccc(NCc3cccs3)n2)c1,13%,·
CN(Cc1ccco1)c1ncncc1-c1cccnc1,2%,·
COc1ccc(-c2nc3cnc(OC)nc3n(CCC#N)c2=O)cc1,3%,·
N#CCCn1c(=O)c(-c2cc(F)cc(F)c2)nc2cnc(Oc3ccccc3)nc21,2%,·
CS(=O)(=O)Nc1cccc(-c2ccc3ncnc(NC4CCNCC4)c3c2)c1,47%[activator],·
CCNc1ncc2nc(-c3cccs3)c(=O)n(Cc3cccc(OC)c3)c2n1,1%,·
CN(C)C(=O)c1ccc(-c2cncnc2NCc2cccnc2)cc1,5%,·
COc1ccc(-n2c(=O)c(-c3ccc(Cl)cc3)nc3cnc(N(C)C)nc32)cc1,3%,·
# Additional structures:
SMILES,ALOX15B inhib,IMPase cell inh
O=c1c(-c2cc(F)cc(F)c2)nc2cnc(N3CCOCC3)nc2n1C[C@H]1CCCO1,-10%,·
CN1CCN(c2ncc3nc(-c4cccc(C#N)c4)c(=O)n(CCC#N)c3n2)CC1,-6%,·
CN1CCN(c2ncc3nc(-c4cn(C)c5ccccc45)c(=O)n(C)c3n2)CC1,-5%,·
COc1cccc(Nc2ncc3ncc(=O)n(Cc4cccs4)c3n2)c1,-3%,·
CS(=O)(=O)Nc1cccc(-c2nc(NC3CC3)c3ccccc3n2)c1,-3%,·
O=c1c(-c2ccc(Cl)cc2)nc2cnc(N3CCOCC3)nc2n1Cc1ccc(F)cc1,-6%,·
CCOC(=O)c1cnc2ccc(Cl)cc2c1Nc1ccc(OCC)cc1,·,7
CCC(=O)Oc1ccc(-c2nc3ccccc3c(=O)o2)cc1,·,3
